High-throughput results as filed in PubChem BioAssay.
Measles CPE: protection of cells from measles virus | Measles virus-infected cells, CPE protection, absorbance | protection (pct of control), % at 4 µM | actives 1.5% (n = 140,000); in the data active = protection mostly above about 24%, no sharp cut-off; inactive = mostly below about 26%; note: some compounds called inactive have numbers as strong as hits
NPY Y2 blocker: NPY-Y2 (human) receptor antagonism; inhibition, % at 2.7 µM; actives 0.99% (n = 140,000); NPY-Y2 expressing cells, antagonist mode; in the data active = inhibition above about 17%;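 note: 0% = vehicle with agonist challenge and 100% = reference antagonist with challenge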
Target sequence (P49146 whole entry, looked up): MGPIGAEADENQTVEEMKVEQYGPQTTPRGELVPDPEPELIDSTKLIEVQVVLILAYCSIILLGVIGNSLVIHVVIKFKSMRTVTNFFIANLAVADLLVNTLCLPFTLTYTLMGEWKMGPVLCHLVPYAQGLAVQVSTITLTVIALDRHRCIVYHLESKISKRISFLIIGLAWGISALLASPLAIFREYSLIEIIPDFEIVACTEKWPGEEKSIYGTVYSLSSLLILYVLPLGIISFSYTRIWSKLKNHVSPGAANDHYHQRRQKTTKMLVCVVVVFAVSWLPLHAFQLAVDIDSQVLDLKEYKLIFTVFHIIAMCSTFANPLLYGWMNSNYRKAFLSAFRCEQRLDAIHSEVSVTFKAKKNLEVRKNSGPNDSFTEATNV
MRP-1 activ: activates MRP-1; AID 799; H69AR cells + doxorubicin, viability rescue, CellTiter-Glo; actives 0.61% (n = 140,000); viability increase, % at 10 µM;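 active = viability gain under doxorubicin at or above a set limit, the compound median plus 3 SD, cut at about 4.7% in these data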;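 note: MRP-1 overexpressing cells given doxorubicin 25 µM after compound pretreatment; 18-22 h compound pretreatment then 72 h with doxorubicin before readout; 0% = doxorubicin-only wells and 100% = vehicle-treated cells without doxorubicin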
HCT116 PTEN-null: growth suppressors of cells with PTEN tumor suppressor deletion | HCT116 PTEN-null viability, CellTiter-Glo, 60 h; stronger effect = lower value | viability, % at 10 µM | actives 1.2% (n = 140,000);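 active = viability at or below a set limit, 4 SD under the median of all tested compounds, cut at about 3.7% in these data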;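 note: PTEN knockout HCT116 line with beta catenin targeted HCT116 as companion control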
BB579 growth dn: chemicals that inhibit yeast BB579 growth in restrictive medium (lifespan-shortening candidates); S. cerevisiae BB579 growth, OD615, 48 h; inhibition, % at 10 µM; actives 0.51% (n = 140,000);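 active = inhibition above a set limit, 3 SD over the mean compound inhibition, cut at about 44% in these data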; note: inactives centre near -24
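System: Saccharomyces cerevisiae DeaD strain BB579, replicative lifespan model yeast. Buffer or medium: restrictive glucose-based CSMM-D medium. Doses: one dose, 10 µM compound with 0.25% DMSO. Timing: 4 h preincubation and 48 h exposure at 30 °C. Detection: turbidity as optical density at 615 nm. Benchmarks: amphotericin B 10 µg/mL, positive.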
Phagocytosis inh: inhibitors of macrophage phagocytosis | inhibition, % at 5 µM | actives 0.07% (n = 110,000) | J774A.1 macrophage IgG-bead phagocytosis, imaging;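 active = inhibition above the mean of the plate negative controls plus 5 SD, cut at about 13% in these data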;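 note: phagocytic index as fraction of beads internalized from green versus red external bead signal; plate controls were DMSO negative control for no effect and cytochalasin-D positive control for full effect; some results beyond the cut were filed as inactive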
E-sel TNF inh: blocks E-selectin expression induced by TNF alpha; inhibition, % at 2 µM; actives 0.71% (n = 120,000); HUVEC TNFa-induced E-selectin immunofluorescence, high content; AID 1246;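 active = inhibition above the batch mean plus 3 SD, and confirmed as a hit on visual image review, cut at about 43% in these data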;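 note: 0% = TNF-stimulated DMSO wells and 100% = unstimulated control wells; not every result past the cut was called active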
bCat KO growth: beta-catenin-lacking colon tumor cell growth suppression | HCT116 beta-catenin knockout viability, CellTiter-Glo, 60 h; stronger effect = lower value | viability, % at 10 µM | actives 1.5% (n = 140,000) | AID 818;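 active = viability at or under a set limit, the compound median less 4 SD, cut at about 6% in these data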;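 note: 0% = Hyamine 1622 control at 20 µM and 100% = untreated cell control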
Yeast life ext: extends the lifespan of yeast; S. cerevisiae growth with nicotinamide, OD615; deaD strain in restrictive glucose medium; inhibition of the nicotinamide effect, % at 10 µM; actives 0.68% (n = 130,000);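 active = inhibition above a set limit, placed 3 SD over the median of all compounds, cut at about 26% in these data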;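 note: 0% = nicotinamide-treated wells and 100% = cells grown without nicotinamide; some compounds called inactive have numbers as strong as hits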
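Assay system: DeaD-strain S. cerevisiae. Medium: CSMM-D glucose medium, restrictive. Reagent: nicotinamide, 1.5 mM, co-present with compound. Compound: 10 µM single point, 0.25% DMSO. Schedule: culture preincubation 4 h, compound exposure 48 h, both 30 °C. Detection: absorbance at 615 nm.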
GALR2 antag: GALR2 (human) receptor antagonism; GALR2-expressing cells, antagonist mode; inhibition, % at 4 µM; actives 0.39% (n = 140,000); AID 828; in the data active = inhibition above about 27%;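 note: cells stimulated with galanin 1-16 at roughly its EC80; 0% = agonist challenge control and 100% = basal control without agonist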
Target sequence (O43603 whole entry, looked up): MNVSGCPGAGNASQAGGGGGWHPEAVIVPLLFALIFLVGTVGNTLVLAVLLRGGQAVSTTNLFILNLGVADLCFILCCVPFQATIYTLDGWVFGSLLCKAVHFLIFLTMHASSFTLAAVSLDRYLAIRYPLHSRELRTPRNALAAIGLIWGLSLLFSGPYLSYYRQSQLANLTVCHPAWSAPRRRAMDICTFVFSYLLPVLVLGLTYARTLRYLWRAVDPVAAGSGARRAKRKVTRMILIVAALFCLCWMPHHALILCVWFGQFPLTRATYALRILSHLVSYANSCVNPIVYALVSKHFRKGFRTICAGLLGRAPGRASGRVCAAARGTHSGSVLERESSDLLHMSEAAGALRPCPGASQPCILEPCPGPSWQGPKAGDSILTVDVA
* = called active by the depositor; · = no result given.

SMILES	Measles CPE	NPY Y2 blocker	MRP-1 activ	HCT116 PTEN-null	BB579 growth dn	Phagocytosis inh	E-sel TNF inh	bCat KO growth	Yeast life ext	GALR2 antag
CC(C)NC(=O)CCNC(=O)c1ccc(F)cc1	2	1	0.6	84	-38	·	-9	81	-5	3
CC(C)CC(=O)NC(=S)Nc1ccc(NC(=O)c2cccs2)cc1	26	0	1.3	99	-36	0	25	99	12	-1
COc1ccc(Nc2nc(N)nc(CN3CCN(c4ccccn4)CC3)n2)cc1	15	3	-1.9	73	-2	-2	-6	85	-2	1
Cc1csc(NC(=O)CSc2nnc(NC(=O)C3CC(=O)N(c4ccccc4)C3)s2)n1 (stereo unspecified)	8	2	-1.8	83	-38	-2	·	94	8	-5
CC(=O)C1=C(O)C(=O)N(Cc2cccnc2)C1c1ccccc1 (stereo unspecified)	5	2	-2.5	93	-8	·	-21	89	·	10
Nc1nc2ccc(N3CCOCC3)cc2s1	24	4	-0.6	102	-30	1	14	94	-10	-2
COc1ccc(OC)c(-c2cc(C(=O)NCc3ccco3)no2)c1	7	0	-4.3	87	-43	-1	·	73	-24	9
Cc1ccc(SCC(=O)NCCSC(C)(C)C)cc1	2	7	-1.0	99	-28	·	-1	101	0	-16
Cc1ccc(NC(=O)N2CCOCC2)c(C)c1	11	0	-1.0	100	-22	·	9	94	0	-12
O=C(NC1CCCCCCC1)c1c(O)c2ccccc2[nH]c1=O	1	2	-0.1	84	-23	-2	0	75	20	-2
Cc1cc(/C=N/n2c(COc3ccccc3C)nc3ccccc3c2=O)c(O)c([N+](=O)[O-])c1	19	-1	-0.6	8	-10	-7	-12	7	0	13
CCOC(=O)CSC(C)C(=O)Nc1nnc(C(C)C)s1 (stereo unspecified)	8	0	-0.3	94	-3	·	·	109	-3	1
O=C1C2CCCN2C(=O)N1CCCCN1CCN(CCO)CC1 (stereo unspecified)	10	1	1.9	102	-36	1	·	98	4	2
COc1ccc(NC(=S)N(Cc2ccc(N(C)C)cc2)Cc2ccco2)cc1	9	2	-3.8	46	-2	-4	·	33	-3	1
O=c1c2cn[nH]c2[nH]c(=S)n1-c1ccccc1F	1	1	-1.2	95	-16	·	-9	101	-18	8
Cc1cccc(Cn2ncc(Cl)c(Cl)c2=O)c1	17	1	-6.6	2.2*	49*	-2	8	2.2*	-19	9
COc1ccc(NC(=O)CC2SC(=NCc3ccccc3OC)NC2=O)cc1 (stereo unspecified)	11	1	-2.0	100	-30	·	11	84	-4	-6
COc1ccc(C(=O)NNS(=O)(=O)c2ccc(C)cc2)cc1	9	4	1.4	101	0	-3	·	88	4	-4
Cc1cc(NC(=O)CN2C(=O)NC(Cc3ccccc3)C2=O)no1 (stereo unspecified)	28	3	0.6	102	-60	-2	2	100	-11	-6
COC(=O)c1ccc(C)c(NC(=O)CCc2ccc(OC)cc2)c1	9	7	-2.1	86	-29	-6	15	84	-4	-7

Overlap with the part before: 3 entries, then new ones.
SMILES	Measles CPE	NPY Y2 blocker	MRP-1 activ	HCT116 PTEN-null	BB579 growth dn	Phagocytosis inh	E-sel TNF inh	bCat KO growth	Yeast life ext	GALR2 antag
COc1ccc(C(=O)NNS(=O)(=O)c2ccc(C)cc2)cc1	9	4	1.4	101	0	-3	·	88	4	-4
Cc1cc(NC(=O)CN2C(=O)NC(Cc3ccccc3)C2=O)no1 (stereo unspecified)	28	3	0.6	102	-60	-2	2	100	-11	-6
COC(=O)c1ccc(C)c(NC(=O)CCc2ccc(OC)cc2)c1	9	7	-2.1	86	-29	-6	15	84	-4	-7
CCC(=O)c1cc(F)c(N2CCN(S(=O)(=O)c3ccc(C)cc3)CC2)cc1C	7	2	0.2	72	-15	2	12	72	-4	8
CCCCNC(=S)NNC(=O)c1sccc1C	4	3	0.3	96	-48	·	19	98	-14	-7
CCn1c(=O)cc(OCC(=O)N(C)C2CCCCC2)c2ccccc21	7	0	-1.1	82	25	0	·	75	-16	6
O=C(CC12CC3CC(C1)CC(CC(=O)N1CCCC1)(C3)C2)N1CCCC1	4	0	-1.1	86	-10	1	-14	85	3	11
CC(=O)c1c(N2CCCCC2)nc(=S)n(-c2ccccc2)c1C	28	-2	-0.1	92	-18	-2	·	115	-3	-5
CC(C)(Oc1ccc(Cl)cc1)C(=O)OCn1nnc2ccccc2c1=O	16	1	-0.5	99	-18	1	-11	98	5	5
COc1ccc(Nc2ncnc3sc(-c4ccccc4)cc23)cc1OC	8	-2	0.7	90	-30	-6	·	102	-4	8
CSc1nnc2n(-c3ccc(C)cc3)c(=O)c3c4c(sc3n12)COC(C(C)C)C4 (stereo unspecified)	0	0	-4.8	11	-41	0	·	6	-1	-5
CCCCOc1ccc(C(=O)N/C(=C\c2cccc([N+](=O)[O-])c2)C(=O)OC(C)C)cc1	21	2	-1.2	83	-41	-3	-27	83	-10	0
Cc1cc(C)c(NS(=O)(=O)c2ccc(NC(=O)/C=C/C(=O)O)cc2)c(C)c1	11	1	0.4	99	-20	-4	·	99	0	2
O=C(Nc1nc(-c2nc3ccccc3s2)cs1)C1COc2ccccc2O1 (stereo unspecified)	6	13	-1.1	98	-37	·	-9	89	0	-7
O=P(CCN1CCCCC1)(c1ccccc1)c1ccccc1	1	1	-0.2	95	-19	0	4	98	-9	-8
COc1ccc(OC)c(NC(=O)Cn2c(-c3ccc(Cl)cc3)noc2=O)c1	11	-3	-2.0	103	-29	0	7	88	-6	-3
N#Cc1ccc(Oc2ccc(/C=N/O)cn2)cc1	19	-1	-0.7	98	-26	-1	22	99	3	-9
Oc1ccccc1OCc1nc2ccccc2s1	24	2	-1.4	82	-20	0	-31	95	-5	10
Cc1nc(C(=O)Nc2ccc(F)cc2)nn1-c1ccc([N+](=O)[O-])cc1	16	5	1.6	98	-43	-1	-47	101	-9	0
C=CCN1C(=O)/C(=C/c2ccc(OC)cc2)S/C1=N/c1nccs1	2	2	1.5	93	-14	-4	3	98	1	-9
CCOC(=O)/C(=N/Nc1ccccc1)Sc1nnc(CCc2ccccc2)n1-c1ccccc1	8	6	-1.1	85	-8	5	·	86	5	-7
C#CCSc1nnc(-c2ccc(OC)cc2)o1	9	6	-1.6	24	-58	0	10	17	-10	-1
CCn1c(Cc2ccccc2)nnc1SCC(=O)N1CCCCC1	3	1	0.6	95	-17	·	20	90	·	11
Cc1nnc(SCC(=O)NN2C(=O)NC3(CCCCC3)C2=O)s1	8	-2	-1.7	80	-11	-8	·	72	4	-1
CCc1ccc(NC(=O)CSc2nnc(Cc3cccn3C)n2-c2ccc(F)cc2)cc1	8	-2	-2.5	58	-8	0	-21	58	-14	-3
C=CCn1c(SCCC)nc(O)cc1=O	5	6	0.2	·	1	0	-18	96	-2	-8
CCCCCCCCS(=O)c1sc2nc(C)cc(C)c2c1N (stereo unspecified)	6	4	-1.9	89	-26	0	9	87	6	-18
CCOC(=O)N1CCN(C(=O)Cn2c(C)cc3ccccc3c2=O)CC1	20	1	-2.9	95	-12	-1	16	96	2	-7
COc1ccc(OC)c(S(=O)(=O)n2cnc3cc(C)c(C)cc32)c1	9	1	-3.3	78	-34	-3	5	94	11	-13
COc1ccc(C)cc1S(=O)(=O)N(CC(=O)Nc1cccc([N+](=O)[O-])c1)c1cc(C)cc(C)c1	10	-3	-1.1	86	-41	0	-35	93	7	3
COC(=O)c1ccc(NC(=O)C(=O)N2CCN(C(=S)Nc3cccc(OC)c3)CC2)cc1	17	0	6.2*	102	-16	-12	11	96	-4	-4
CCCSc1nnc(CN2CCOCC2)n1C	4	4	-0.6	113	-53	-1	-15	91	-5	-7
COc1ccc(NC(=O)C(c2ccc(C)cc2)N(C)C(=O)Cc2cccs2)cc1 (stereo unspecified)	2	4	-1.1	75	-7	-8	4	90	3	-3
Cc1cc(-c2csc(NC(=O)c3cc4ccccc4o3)n2)c(C)n1C	7	1	-2.6	101	-14	·	3	89	-4	-1
O=C1CCCCC1C(Nc1ccc(Br)cc1)c1ccccc1 (stereo unspecified)	15	-2	-1.9	75	-52	1	1	80	-6	7
Cc1ccc(NC(=O)c2cccc3c2C(=O)N(C2CCCCC2)C3)cc1	9	0	2.6	80	-35	2	-12	97	-5	2
Nc1ccc(Nc2ccccc2N)cc1	7	-2	-3.7	67	-39	·	-80	76	0	12
O=C(c1ccccc1-c1nc(-c2ccc(Cl)cc2)no1)N1CCCC1	1	6	-3.1	71	23	0	-41	72	-22	-11
COc1ccnc(Oc2ccc(C)cc2C)c1C#N	9	5	-0.1	91	-7	1	5	89	-2	8
Cc1cc(OCc2nn[nH]n2)c2c(C)c(CC(=O)O)c(=O)oc2c1	3	1	0.5	107	-40	-1	-17	98	-3	-10
Cc1cc(=O)n(CCc2ccccc2)c(O)c1C#N	23	0	-1.1	92	-16	·	-4	98	·	-5
Cc1ccc2cc(CCNC(=O)c3ccc4c(c3)OCO4)c(=O)[nH]c2c1	18	3	-1.8	83	-18	-1	0	77	-10	-4
CCOC(=O)c1ccc(-n2ccnc2)c(NC(=O)c2ccc(Cl)cc2)c1	21	-1	-1.5	85	-13	-3	62*	84	9	7
Cc1cc2n(c(=O)c1C#N)CCCN2c1cccc(Cl)c1	8	2	-4.9	97	9	·	14	85	·	-5
Cc1ccnc(NC(=O)c2ccc(N3C(=O)CCC3=O)cc2)c1	8	-3	-1.4	102	-34	·	9	86	11	-2
Cc1cc(Oc2ccc(-c3nnc(-c4ccccc4)o3)cc2[N+](=O)[O-])ccc1Cl	15	2	-3.6	93	-15	-7	·	100	0	6
COc1ccc(CNC(=O)Cn2cc3c(n2)CCCCC3)cc1	3	4	-2.2	100	3	0	10	95	-7	9
CC(=O)Nc1ccc(NCN2C(=O)C3C4CCC(C4)C3C2=O)cc1 (stereo unspecified)	32	-2	-1.6	94	9	·	2	94	-7	2
O=C(NCc1ccc(F)cc1)c1cnn2ccccc12	12	0	-3.6	97	42	0	·	99	-11	-1
CN1C=CC=C/C1=C1\SC(=S)N(C2CCCCC2)C1=O	8	-2	-1.5	98	-13	-2	5	97	-5	-12
Cc1cc(C)nc(NS(=O)(=O)c2ccc(NC(=O)Cn3c(=O)oc4ccccc43)cc2)n1	7	1	-1.9	104	-32	0	·	100	-4	-10
CCNC(=S)NN=C1CCC(C(C)(C)C)CC1 (stereo unspecified)	4	0	-0.5	95	-12	3	-65	86	-5	1
COc1ccc(CNC(=O)CSc2nnnn2-c2ccc(O)cc2)cc1	5	3	-1.0	82	1	0	·	85	-17	4
Cc1ccc(CNC(=O)c2ccccc2CCc2ccccc2)cc1	27	7	0.8	97	1	0	-31	92	18	-10
CC1=CC(=C2N=C(c3ccccc3)OC2=O)C=C(C)O1	26	-2	-1.5	92	-31	1	·	91	-13	12
O=C(O)CCCC(=O)Nc1ccccc1-n1ccnc1	17	-1	-1.0	97	-11	0	·	96	-5	3
